Source: PubChem
UBC13 polyUb – UBC13 polyubiquitin chain formation inhibitors, primary screen, biochemical, TR-FRET, uHTS | Ubiquitin-conjugating enzyme E2 N (Homo sapiens), P61088 | inhibition, % at 20 µM | actives 0.47% (n = 330,000); in the data active = inhibition above about 45%, passing the limit was not always enough
Apaf-1 inh – inhibitors of human Apaf-1 apoptosome, primary screen, biochemical, DEVD-Rh110 fluorescence, uHTS; Apoptotic protease-activating factor 1 (Homo sapiens), O14727; reconstituted apoptosome caspase-3 activity; inhibition, % at 20 µM; actives 0.71% (n = 330,000); active = inhibition of at least 40% at 20 µM;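 note: plate controls were DMSO wells for no effect and DEVD-CHO caspase inhibitor wells for full effect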
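Material: biochemical Apaf-1 apoptosome reconstitution. Medium: Hepes buffer, pH 7.5. Also added: cytochrome c activation, bis-DEVD rhodamine 110 substrate. Timing: 30 min compound preincubation, 50 min activation, room temperature. Measured by: rhodamine 110 fluorescence at Ex 480/Em 540 nm.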
A3G deaminase – APOBEC3G DNA deaminase inhibitors, primary screen, biochemical, fluorescence, single-stranded DNA substrate, uHTS; DNA dC->dU-editing enzyme APOBEC-3G (Homo sapiens), Q9HC16; recombinant A3G, ssDNA deamination FAM/TAMRA fluorescence; inhibition, % at 20 µM; actives 0.28% (n = 330,000); AID 493012, 2011;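 active = inhibition of at least 40% at 20 µM, with no more than 30% in the related APOBEC3A deaminase screen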;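 note: plate controls were DMSO wells with A3G for no effect and wells lacking A3G enzyme for full effect; some compounds called inactive have numbers as strong as hits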
Target sequence (Q9HC16 whole entry, looked up): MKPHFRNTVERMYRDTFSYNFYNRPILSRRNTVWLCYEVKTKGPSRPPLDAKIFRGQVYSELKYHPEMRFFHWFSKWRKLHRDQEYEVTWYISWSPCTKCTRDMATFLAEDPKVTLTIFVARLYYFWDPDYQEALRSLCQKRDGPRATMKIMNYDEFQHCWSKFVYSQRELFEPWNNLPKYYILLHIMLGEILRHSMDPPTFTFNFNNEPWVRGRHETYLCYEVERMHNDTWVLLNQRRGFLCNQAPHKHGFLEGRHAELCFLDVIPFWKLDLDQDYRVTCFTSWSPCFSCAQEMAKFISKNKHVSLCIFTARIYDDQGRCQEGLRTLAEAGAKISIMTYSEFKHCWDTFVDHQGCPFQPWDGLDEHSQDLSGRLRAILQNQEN
SENP1 FRET inh – human SENP1 catalytic domain inhibitors, primary screen, biochemical, FRET, uHTS; AID 624204, 2012; recombinant SENP1 catalytic domain, CyPet-SUMO1-YPet FRET cleavage; inhibition, % at 10 µM; actives 0.21% (n = 360,000);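 active = inhibition at least 30% at 10 µM, raw YFP signal under a set limit, fluorescence ratio 0.5 to 1.5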;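 note: 0% = enzyme with DMSO and 100% = no enzyme wells; some results filed as inactive read as strong as hits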
Target sequence (Q9P0U3 419-644 limits assumed): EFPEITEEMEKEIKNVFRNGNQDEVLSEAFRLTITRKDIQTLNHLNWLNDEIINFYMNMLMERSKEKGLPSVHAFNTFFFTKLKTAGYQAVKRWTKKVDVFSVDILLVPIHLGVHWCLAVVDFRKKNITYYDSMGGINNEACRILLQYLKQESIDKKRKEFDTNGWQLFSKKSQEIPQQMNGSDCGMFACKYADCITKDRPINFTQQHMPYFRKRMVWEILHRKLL
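Test system: human SENP1 catalytic domain; medium: Tris pH 8 buffer plus EDTA, NaCl, BME, BSA, NP40, catalase; incubation: 50 min reaction at room temperature; technique: FRET, CFP and YFP emission; controls: no-enzyme low control and enzyme-plus-DMSO high control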
SENP8 block-1 – SENP8 protease inhibitors, primary screen, biochemical, luminescence; Sentrin-specific protease 8 (Homo sapiens), Q96LD8; actives 1.2% (n = 330,000); inhibition, % at 10 µM; purified SENP8, Z-RLRGG-aminoluciferin cleavage; AID 2540, 2010; in the data active = inhibition above about 50%
SENP7 block – SENP7 protease inhibitors, primary screen, biochemical, luminescence, uHTS | recombinant SENP7, Z-RLRGG-aminoluciferin luminescence, 40 min | inhibition, % at 5 µM | actives 1.5% (n = 330,000) | AID 434973, 2010;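 active = inhibition above about 50% at the single test dose, limit read from the data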;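 note: plate controls were DMSO with enzyme for no effect and no enzyme buffer wells for full effect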
Target sequence (Q9BQF6 706-1050 limits assumed): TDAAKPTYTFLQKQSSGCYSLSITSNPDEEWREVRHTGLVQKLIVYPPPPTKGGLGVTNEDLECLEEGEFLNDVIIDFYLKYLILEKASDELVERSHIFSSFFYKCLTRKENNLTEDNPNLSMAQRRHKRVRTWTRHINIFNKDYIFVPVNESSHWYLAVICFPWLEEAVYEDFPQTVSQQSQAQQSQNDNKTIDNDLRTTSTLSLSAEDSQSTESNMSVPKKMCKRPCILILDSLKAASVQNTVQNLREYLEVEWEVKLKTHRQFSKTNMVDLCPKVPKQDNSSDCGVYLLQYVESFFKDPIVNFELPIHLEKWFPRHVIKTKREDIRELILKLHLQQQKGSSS
SENP8 block-2 – human SENP8 protease inhibitors, primary screen, biochemical, fluorescence, Nedd8 protein substrate, uHTS. inhibition, % at 20 µM. actives 0.64% (n = 360,000). recombinant SENP8. AID 602440, 2012; in the data active = inhibition mostly above about 40%, no sharp cut-off; inactive = mostly below about 27%
SENP6 inh – SENP6 protease inhibitors, primary screen, biochemical, luminescence, uHTS; Sentrin-specific protease 6 (Homo sapiens), Q9GZR1; Recombinant SENP6 catalytic domain, aminoluciferin luminescence; inhibition, % at 10 µM; actives 1.8% (n = 330,000); AID 2599, 2010;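 active = inhibition above about 50% at the single tested dose, limit read from the data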;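 note: plate controls were DMSO wells with enzyme for no effect and DMSO wells lacking enzyme for full effect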
An asterisk follows results filed as active.

CCCN1C(=O)C(NC(=O)c2ccncc2)(C(F)(F)F)C2=C1CC(C)(C)CC2=O (stereo unspecified) was read as UBC13 polyUb 2, Apaf-1 inh -6, A3G deaminase -7, SENP1 FRET inh 0, SENP8 block-1 -10, SENP7 block -7, SENP8 block-2 10 and SENP6 inh -19.
`Cc1oc2c(Cl)c(Cl)c(O)c(CN(C)C)c2c1C(=O)c1ccc(Cl)cc1` gave UBC13 polyUb 1, Apaf-1 inh 1, A3G deaminase -8, SENP1 FRET inh 0, SENP8 block-1 5, SENP7 block -1, SENP8 block-2 15 and SENP6 inh 5.
`CC1(C)C(=O)Nc2ccccc2N1C(=O)COC(=O)CCSc1ccccc1` gave UBC13 polyUb 5, Apaf-1 inh 17, A3G deaminase -5, SENP1 FRET inh 4, SENP8 block-1 -4, SENP7 block -6, SENP8 block-2 10 and SENP6 inh -17.
For O=C(CC1OCC2CCCN2C1=O)Nc1ccc([N+](=O)[O-])cc1 (stereo unspecified) the results were UBC13 polyUb 3, Apaf-1 inh 6, A3G deaminase -3, SENP1 FRET inh 3, SENP8 block-1 7, SENP7 block 0, SENP8 block-2 10 and SENP6 inh -4.
C=CCSc1nc2ccccc2c(=O)[nH]1 was read as UBC13 polyUb -4, Apaf-1 inh 2, A3G deaminase 3, SENP1 FRET inh 1, SENP8 block-1 -6, SENP7 block -3, SENP8 block-2 10 and SENP6 inh -3.
CCc1ccc(N(C(=O)CNC(=O)c2ccco2)C(C(=O)NC2CCCC2)c2ccncc2)cc1 (stereo unspecified) was read as UBC13 polyUb 6, Apaf-1 inh 2, A3G deaminase -6, SENP1 FRET inh -1, SENP8 block-1 4, SENP7 block 0, SENP8 block-2 3 and SENP6 inh -30.
`CCc1ccc(CNCc2cccs2)cc1` gave UBC13 polyUb 14, Apaf-1 inh -18, A3G deaminase -15, SENP1 FRET inh 2, SENP8 block-1 5, SENP7 block 6, SENP8 block-2 16 and SENP6 inh -9.
For C/C(=N\NC(=O)c1ccc([N+](=O)[O-])cc1)c1cccc([N+](=O)[O-])c1 the results were UBC13 polyUb 0, Apaf-1 inh 0, A3G deaminase 2, SENP1 FRET inh 0, SENP8 block-1 -17, SENP7 block 3, SENP8 block-2 7 and SENP6 inh -1.
COc1cccc(C=Nc2ccccc2C#N)c1O was read as UBC13 polyUb 9, Apaf-1 inh 4, A3G deaminase -4, SENP1 FRET inh 7, SENP8 block-1 -27, SENP7 block 3, SENP8 block-2 -61 and SENP6 inh 17.
`COC(=O)c1ccccc1NC(=O)N1CCN(S(=O)(=O)c2ccc(Cl)cc2)CC1` gave UBC13 polyUb 10, Apaf-1 inh 21, A3G deaminase 1, SENP1 FRET inh 4, SENP8 block-1 -3, SENP7 block 6, SENP8 block-2 -120 and SENP6 inh -6.
CC1CCCN(C(=O)Cn2c(=O)oc3ccccc32)C1 (stereo unspecified) was read as UBC13 polyUb 6, Apaf-1 inh -5, A3G deaminase -3, SENP1 FRET inh 2, SENP8 block-1 3, SENP7 block 7, SENP8 block-2 22 and SENP6 inh -5.
`O=c1oc2cc(O[C@@H]3OC[C@@H](O)[C@H](O)[C@H]3O)ccc2c2ccccc12` gave UBC13 polyUb 13, Apaf-1 inh 5, A3G deaminase 0, SENP1 FRET inh 0, SENP8 block-1 1, SENP7 block 10, SENP8 block-2 -310 and SENP6 inh -10.

Looked up by structure from the list above, 3 records:
C=CCSc1nc2ccccc2c(=O)[nH]1 was read as UBC13 polyUb -4, Apaf-1 inh 2, A3G deaminase 3, SENP1 FRET inh 1, SENP8 block-1 -6, SENP7 block -3, SENP8 block-2 10 and SENP6 inh -3.
CCc1ccc(N(C(=O)CNC(=O)c2ccco2)C(C(=O)NC2CCCC2)c2ccncc2)cc1 (stereo unspecified) was read as UBC13 polyUb 6, Apaf-1 inh 2, A3G deaminase -6, SENP1 FRET inh -1, SENP8 block-1 4, SENP7 block 0, SENP8 block-2 3 and SENP6 inh -30.
For O=C(CC1OCC2CCCN2C1=O)Nc1ccc([N+](=O)[O-])cc1 (stereo unspecified) the results were UBC13 polyUb 3, Apaf-1 inh 6, A3G deaminase -3, SENP1 FRET inh 3, SENP8 block-1 7, SENP7 block 0, SENP8 block-2 10 and SENP6 inh -4.

New compounds follow:
Screening COc1ccc(CCC(=O)NC2CCCc3ccccc32)cc1OC (stereo unspecified) returned UBC13 polyUb -5, Apaf-1 inh 7, A3G deaminase -3, SENP1 FRET inh 0, SENP8 block-1 -5, SENP7 block -5, SENP8 block-2 7 and SENP6 inh -26.
COc1ccccc1OCC(=O)N/N=C/c1c(O)ccc2ccccc12 was read as UBC13 polyUb 14, Apaf-1 inh 21, A3G deaminase -8, SENP1 FRET inh -26, SENP8 block-1 -1, SENP7 block 1, SENP8 block-2 -61 and SENP6 inh -10.
For CC(=O)NCCc1nc2cc(NC(=O)c3cccc([N+](=O)[O-])c3)ccc2n1C the results were UBC13 polyUb 1, Apaf-1 inh -3, A3G deaminase -7, SENP1 FRET inh 2, SENP8 block-1 -8, SENP7 block -3, SENP8 block-2 13 and SENP6 inh 18.
Screening COc1cccc(CNC(=O)C2CCN(S(=O)(=O)c3ccc(C)cc3)CC2)c1 returned UBC13 polyUb -2, Apaf-1 inh 2, A3G deaminase -6, SENP1 FRET inh 2, SENP8 block-1 -1, SENP7 block -4, SENP8 block-2 10 and SENP6 inh -25.
O=C(Nc1cc(S(=O)(=O)N2CCOCC2)ccc1N1CCCC1)C1COc2ccccc2O1 (stereo unspecified) was read as UBC13 polyUb 16, Apaf-1 inh -18, A3G deaminase -8, SENP1 FRET inh 1, SENP8 block-1 0, SENP7 block -11, SENP8 block-2 16 and SENP6 inh -11.
Screening COc1ccc(N2C(=O)C3CCCN3C2c2ccccc2)cc1Cl (stereo unspecified) returned UBC13 polyUb 3, Apaf-1 inh 4, A3G deaminase 1, SENP1 FRET inh -2, SENP8 block-1 4, SENP7 block 9, SENP8 block-2 7 and SENP6 inh -5.
`O=C(O)CC/C(=N\NC(=O)CNC(=O)c1cccc(Cl)c1)c1ccccc1` gave UBC13 polyUb -20, Apaf-1 inh -5, A3G deaminase -2, SENP1 FRET inh 0, SENP8 block-1 -9, SENP7 block -5, SENP8 block-2 8 and SENP6 inh -6.
`CC(SC1=NCCS1)C(=O)Nc1nnc(-c2ccc(F)cc2)s1` (stereo unspecified) gave UBC13 polyUb -4, Apaf-1 inh -13, A3G deaminase 3, SENP1 FRET inh 3, SENP8 block-1 8, SENP7 block 1, SENP8 block-2 -30 and SENP6 inh 19.
`COC(=O)CCC(=O)Nc1ccc(Br)cc1` gave UBC13 polyUb 6, Apaf-1 inh 10, A3G deaminase -4, SENP1 FRET inh 3, SENP8 block-1 -2, SENP7 block 6, SENP8 block-2 18 and SENP6 inh -13.
For CC(=O)Nc1ccc(NC(=O)CSc2nnc(-c3cccnc3)o2)cc1 the results were UBC13 polyUb -4, Apaf-1 inh -7, A3G deaminase -5, SENP1 FRET inh 1, SENP8 block-1 -4, SENP7 block 10, SENP8 block-2 6 and SENP6 inh -4.
COC(=O)c1sccc1NC(=O)C1CC(C)=C(C)CC1C(=O)O (stereo unspecified) was read as UBC13 polyUb -1, Apaf-1 inh -20, A3G deaminase 2, SENP1 FRET inh -2, SENP8 block-1 7, SENP7 block -1, SENP8 block-2 6 and SENP6 inh 1.
Screening COc1ccc(-c2cc(C(=O)NC3=NCCS3)c3ccccc3n2)cc1OC returned UBC13 polyUb 11, Apaf-1 inh 3, A3G deaminase -1, SENP1 FRET inh -9, SENP8 block-1 2, SENP7 block -1, SENP8 block-2 -384 and SENP6 inh 13.
Screening O=C(O)CCCCc1nc2ccccc2s1 returned UBC13 polyUb 2, Apaf-1 inh -9, A3G deaminase -4, SENP1 FRET inh 1, SENP8 block-1 15, SENP7 block 9, SENP8 block-2 16 and SENP6 inh 2.
Screening CCN(CC)C(c1ccc(C)cc1)c1nnnn1C1CCCCC1 (stereo unspecified) returned UBC13 polyUb -5, Apaf-1 inh 32, A3G deaminase -7, SENP1 FRET inh -2, SENP8 block-1 -13, SENP7 block 1, SENP8 block-2 18 and SENP6 inh -6.
O=C(CC(=O)Nc1ccc(Cl)c(Cl)c1)N/N=C/c1ccc(O)cc1 was read as UBC13 polyUb 14, Apaf-1 inh 3, A3G deaminase -6, SENP1 FRET inh 1, SENP8 block-1 -3, SENP7 block 4, SENP8 block-2 25 and SENP6 inh -2.
`COc1ccc(CCN2C(=O)CC(N3CCN(S(=O)(=O)c4ccccc4)CC3)C2=O)cc1OC` (stereo unspecified) gave UBC13 polyUb -1, Apaf-1 inh 6, A3G deaminase 17, SENP1 FRET inh -3, SENP8 block-1 1, SENP7 block 3, SENP8 block-2 2 and SENP6 inh -4.
For COc1ccc(-c2nc(SCC(=O)N3CCCC3)n[nH]2)cc1 the results were UBC13 polyUb 4, Apaf-1 inh 2, A3G deaminase -18, SENP1 FRET inh 1, SENP8 block-1 1, SENP7 block 1, SENP8 block-2 14 and SENP6 inh -17.
For CC(C)Cn1c(=S)[nH]c2ccccc2c1=O the results were UBC13 polyUb 4, Apaf-1 inh -2, A3G deaminase -5, SENP1 FRET inh -1, SENP8 block-1 1, SENP7 block -3, SENP8 block-2 14 and SENP6 inh -5.
For COC(=O)c1c(NC(=O)CS(=O)(=O)c2ccccc2)sc(C)c1C the results were UBC13 polyUb -7, Apaf-1 inh 18, A3G deaminase -2, SENP1 FRET inh -1, SENP8 block-1 7, SENP7 block -3, SENP8 block-2 9 and SENP6 inh 3.
`CC(C)c1ccc(C(=O)NCCCNC(=O)c2cnccn2)cc1` gave UBC13 polyUb 6, Apaf-1 inh 2, A3G deaminase -7, SENP1 FRET inh -1, SENP8 block-1 -1, SENP7 block -3, SENP8 block-2 5 and SENP6 inh -5.
For CCC(C)(C)NC(=O)C(c1ccc(O)cc1)N(CCOC)C(=O)CCC(=O)Nc1nccs1 (stereo unspecified) the results were UBC13 polyUb 14, Apaf-1 inh -2, A3G deaminase -4, SENP1 FRET inh -6, SENP8 block-1 5, SENP7 block 2, SENP8 block-2 12 and SENP6 inh 5.
`COc1ccc(OC)c(-c2nnc3n2N=C(c2ccc(OC)c(OC4CCOC4)c2)CS3)c1` (stereo unspecified) gave UBC13 polyUb 15, Apaf-1 inh 8, A3G deaminase -8, SENP1 FRET inh 1, SENP8 block-1 2, SENP7 block -6, SENP8 block-2 -49 and SENP6 inh 8.
`CN(CC(=O)Nc1c(Cl)cccc1Cl)C(=O)c1cc(S(=O)(=O)N(C)C)ccc1N1CCCC1` gave UBC13 polyUb 0, Apaf-1 inh 8, A3G deaminase 2, SENP1 FRET inh -1, SENP8 block-1 -12, SENP7 block -3, SENP8 block-2 6 and SENP6 inh 8.
For Cn1c(=O)n(Cc2ccc(F)cc2)c(=O)c2c1nc1n2CCN1Cc1ccco1 the results were UBC13 polyUb 10, Apaf-1 inh 1, A3G deaminase -14, SENP1 FRET inh 2, SENP8 block-1 -5, SENP7 block -1, SENP8 block-2 15 and SENP6 inh 2.
Screening CCSC1=NCCN1C(=O)c1c(-c2ccccc2Cl)noc1C returned UBC13 polyUb -16, Apaf-1 inh 3, A3G deaminase 6, SENP1 FRET inh 4, SENP8 block-1 -5, SENP7 block -9, SENP8 block-2 17 and SENP6 inh 2.

Rows were taken by chance. About 3.6% of those tested had a hit in this group.
